High-throughput results deposited in PubChem BioAssay by several laboratories.
HTR5A ag ctr: HTR5A agonism, opioid heterodimer counter-screen. P47898. HTR5A agonist assay, luminescence, cell-based. activation, % at 9.3 µM. 0.61% of 340,000 active; in the data active = activation mostly above about 9.5%, no sharp cut-off; inactive = mostly below about 7.6%;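 also: 0% = cells with vehicle only and 100% = reference agonist; strong numbers were not always called active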
Pemphigus Ab inh: inhibitors of pemphigus antibody binding to human desmoglein-3; DSG3-coupled beads, scFv-anti-DSG3-GFP binding, flow cytometry; hits give low values; binding (percent of control), % at 10 µM; 0.48% of 310,000 active; AID 588358;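 active = binding more than 3 SD below its plate's average and above zero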;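 also: hits lower antibody fragment binding to DSG3; some compounds called inactive have numbers as strong as hits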
V-ATPase pH: yeast V-ATPase proton transport regulation by pHLuorin. response, % at 10 µM. 0.37% of 350,000 active. S. cerevisiae, pHLuorin cytosolic pH fluorescence. AID 504577; in the data active = response mostly above about 7.3%, no sharp cut-off; inactive = mostly below about 5.4%; also: actives read high; inactives centre near 0; some compounds called inactive have numbers as strong as hits; reference of the scale not given here
PKA-R1A activ: PKA-R1A complex activation. P00514+P68181. PKA-R1A dissociation, Cy5-IP20 fluorescence polarization; scaled: DMSO 0%, 113 µM cGMP 100%. activation, % at 11.4 µM. 0.083% of 340,000 active. AID 504707;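 active = percent activation above the mean of all tested compounds plus 3 SD, cut at about 19% in these data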;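 also: higher means more PKAc released from R1A so a rise in polarization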
PKA-R2B activ: activators of human PKA-R2B complex; P22694+P31323; PKA-R2B holoenzyme dissociation, Cy5-IP20 fluorescence polarization; R2B truncated from residue 108, S112A mutant; 0% DMSO only, 100% 113 µM cGMP; activation, % at 11.4 µM; 0.079% of 340,000 active; AID 504700;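 active = activation above a cutoff set at the mean over all compounds plus 3 SD, cut at about 18% in these data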;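 also: higher means more holoenzyme dissociation and a rise in polarization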
HTR5A inv ag: inverse agonist of human HTR5A in OPRM1-OPRD1 counter-screen; P47898; inhibition, % at 9.3 µM; HTR5A cell line, luminescence, inverse agonism; 0.083% of 340,000 active; AID 504634; in the data active = inhibition mostly above about 23%, no sharp cut-off; inactive = mostly below about 18%;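 also: 0% = cells with DMSO and 100% = no-cell wells with DMSO; some compounds called inactive have numbers as strong as hits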
OPRM1-OPRD1 inv: inverse agonist of human OPRM1-OPRD1 heterodimerization. P35372+P41143. cell-based MOR-DOR heterodimer luminescence, inverse agonism. inhibition, % at 9.3 µM. 0.21% of 340,000 active. AID 504357; in the data active = inhibition above about 22%, passing the limit was not always enough;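 also: 0% = cells with DMSO and 100% = wells without cells with DMSO; values of inactives mirror those of a sister screen read the other way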
Target sequence (P35372 whole entry, looked up): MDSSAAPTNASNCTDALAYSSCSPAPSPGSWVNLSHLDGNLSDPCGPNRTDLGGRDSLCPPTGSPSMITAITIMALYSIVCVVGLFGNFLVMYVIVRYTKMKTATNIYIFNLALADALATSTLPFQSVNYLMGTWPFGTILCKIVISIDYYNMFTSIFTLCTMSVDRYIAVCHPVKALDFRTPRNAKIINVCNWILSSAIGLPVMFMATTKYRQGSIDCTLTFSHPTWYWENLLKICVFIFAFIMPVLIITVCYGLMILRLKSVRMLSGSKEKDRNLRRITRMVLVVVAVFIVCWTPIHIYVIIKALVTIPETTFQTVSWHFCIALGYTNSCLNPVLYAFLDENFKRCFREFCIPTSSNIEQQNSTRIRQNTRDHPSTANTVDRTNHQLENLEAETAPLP
Target sequence (P41143 whole entry, looked up): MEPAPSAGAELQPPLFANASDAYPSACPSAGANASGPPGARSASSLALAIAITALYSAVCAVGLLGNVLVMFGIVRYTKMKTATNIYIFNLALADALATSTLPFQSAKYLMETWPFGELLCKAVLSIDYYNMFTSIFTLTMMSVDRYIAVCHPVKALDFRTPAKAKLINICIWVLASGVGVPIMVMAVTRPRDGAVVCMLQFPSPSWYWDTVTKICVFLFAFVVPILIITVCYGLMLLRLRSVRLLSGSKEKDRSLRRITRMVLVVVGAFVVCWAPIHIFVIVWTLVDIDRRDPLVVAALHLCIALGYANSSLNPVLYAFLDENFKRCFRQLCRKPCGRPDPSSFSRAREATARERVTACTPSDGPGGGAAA
Arrestin-AP2 inh: blocks beta-arrestin peptide binding to AP2 adaptin | FITC-arrestin peptide / GST-AP2 beads, flow cytometry; AP2 beta2 appendage carries R879A mutation | inhibition, % at 10 µM | 0.31% of 340,000 active;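 active = inhibition above a set limit, near 3 SD of compounds lacking own fluorescence, cut at about 54% in these data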;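 also: plate controls were DMSO wells for no effect and 5 µM unlabelled arrestin peptide for full effect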
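System: GST-AP2 R879A bound to glutathione beads, E. coli-expressed. Also added: 50 nM FITC-arrestin peptide. Schedule: compound with beads 12 min RT, then probe 1 h RT. Signal: bead flow cytometry, FITC channel. Read-out basis: percent response.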
DAGLB inh: diacylglycerol lipase beta (human) inhibition. HEK293T DAGLB membrane lysate, EnzChek fluorogenic substrate. inhibition, % at 5.17 µM. 0.059% of 340,000 active. AID 504411; in the data active = inhibition above about 34%;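 also: 0% = enzyme with vehicle and 100% = wells lacking enzyme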
OPRM1-OPRD1 ag: OPRM1-OPRD1 heterodimerization agonism | 0.3% of 340,000 active | P35372+P41143 | activation, % at 9.3 µM | cells, luminescence; in the data active = activation above about 18%;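 also: 0% = vehicle-treated cells and 100% = reference agonist; values of inactives mirror those of a sister screen read the other way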
Active calls of the source: *; . = not tested or not shown.

SMILES | HTR5A ag ctr | Pemphigus Ab inh | V-ATPase pH | PKA-R1A activ | PKA-R2B activ | HTR5A inv ag | OPRM1-OPRD1 inv | Arrestin-AP2 inh | DAGLB inh | OPRM1-OPRD1 ag
COc1ccc(/C(O)=C2/C(=O)C(=O)N(CCN3CCOCC3)C2c2cccnc2)cc1OC (stereo unspecified) | 3 | 103 | -1 | -22 | -13 | 12 | 14 | 4 | -3 | -2.6
COCCn1c(N)c(N(Cc2ccccc2)C(=O)C2=COCCO2)c(=O)[nH]c1=O | 5 | 105 | -4 | 15 | -3 | 5 | 15 | -15 | -1 | -2.2
CSC[C@@H]1NC(=S)N(c2ccc(C)cc2)C1=O | -3 | 87 | -1 | 0 | 3 | 7 | 13 | 21 | 0 | -1.9
Cc1ccccc1SCc1noc(C(=O)NC(C)C)c1C(=O)O | 5 | 97 | -1 | -3 | 1 | -2 | 10 | 31 | 3 | -1.7
C/C(=N\NS(=O)(=O)c1ccc(Br)cc1)c1ccc(-n2ccnc2)cc1 | 1 | 104 | 2 | 7 | -1 | -10 | 1 | -1 | 1 | -0.4
N#Cc1c(=O)c2nc(NCCCO)ncc2n2c(=O)c3ccccc3[nH]c12 | 3 | 100 | 1 | -1 | -10 | -7 | 16 | 21 | 4 | -2.8
CN(C)CCCNc1oc(-c2ccccc2)nc1C#N | 4 | 98 | 0 | -14 | -12 | -10 | 28 | 13 | 1 | -5.8
COc1ccc(C(=O)Oc2ccc3ccc(=O)oc3c2)cc1 | -1 | 107 | 1 | 11 | -7 | 3 | -2 | 22 | -2 | 0.5
CN(C)/C=N/c1ncc(-c2ncc(C(F)(F)F)cc2Cl)cn1 | 3 | 101 | -1 | 2 | -4 | -7 | 10 | 4 | 0 | -2.0
CC(C)(C)c1ccc(CSc2nc(N)cc(=O)[nH]2)cc1 | 3 | 105 | -3 | -6 | -5 | -12 | 6 | -6 | 0 | -1.3
CC(C)Cn1c(=O)c2c(nc3n2CC(C)CN3Cc2ccccc2)n(C)c1=O (stereo unspecified) | -3 | . | 4 | -4 | 5 | 11 | 2 | 10 | -1 | -0.4
O=C(CN1CCc2ccccc21)NC(c1ccccc1)c1ccccc1 | -1 | 96 | -4 | -12 | -13 | -10 | 8 | 29 | 2 | -1.5
NC(=O)CSc1nnc(-c2ccncc2)n1-c1ccc(Cl)cc1 | 11 | 100 | 0 | -7 | -3 | -32 | 7 | 9 | 3 | -1.3
O=C(NC1CCCCC1)C(c1ccc(F)cc1)N(Cc1ccccc1)C(=O)CN1C(=O)c2ccccc2S1(=O)=O (stereo unspecified) | -2 | 100 | 1 | -9 | -8 | 6 | -22 | -18 | 0 | 4.1
O=C1c2ccccc2NC(c2ccc3c(c2)OCCO3)N1c1ccc2c(c1)OCCO2 (stereo unspecified) | -2 | 109 | 5 | -3 | -1 | -40 | 12 | -4 | 0 | -2.2
CCCCc1ccc(NC(=O)CSc2nc(=O)n(CCN(CC)CC)c3c2CCCC3)cc1 | -2 | 112 | 0 | -8 | -7 | 6 | 3 | 3 | 0 | -0.6
CC(=O)Nc1ccc(C(=O)N2CCc3cc4c(cc3C2C)OCCCO4)cc1 (stereo unspecified) | 7 | . | -4 | -4 | 3 | -14 | 16 | 1 | -1 | -3.2
COc1ccc(OC)c(S(=O)(=O)NCCc2csc(-c3cccnc3)n2)c1 | 1 | 105 | -3 | -4 | -5 | -4 | -1 | -4 | 1 | 0.2
CCOC(=O)c1c(-c2ccccc2)nc2ccc(Cl)cn12 | 1 | 101 | 1 | -2 | 5 | -1 | -25 | 1 | -7 | 5.1
COc1ccccc1C(C(=O)NCc1ccc(F)cc1)N(C(=O)c1csnn1)C1CC1 (stereo unspecified) | 2 | 113 | 1 | 11 | -7 | 0 | 0 | 0 | 2 | 0.1
CC1=NN(C(N)=S)C(=O)C1N=Nc1cccc(C)c1 (stereo unspecified) | 3 | 89 | -1 | -4 | -3 | 12 | 9 | 6 | 1 | -1.8
O=C(COC(=O)c1ccc(S(=O)(=O)N2CCCC2)cc1)NCc1ccco1 | 1 | 102 | 7 | 2 | -7 | -2 | 5 | 10 | 0 | -0.9
O=C(CCNS(=O)(=O)c1ccccc1)OCC(=O)c1ccc[nH]1 | 5 | 88 | 1 | -2 | 6 | 19 | 3 | 44 | 0 | -0.5
C(=N\Nc1ncnc2sc3c(c12)CCC3)/c1ccncc1 | 7 | . | 2 | -4 | -3 | -10 | 15 | -6 | 2 | -2.8
CCOC(=O)C1CCCN(C(=O)c2cc3ccccc3cc2OC)C1 (stereo unspecified) | 1 | 106 | 7 | -12 | 4 | -6 | -5 | 1 | 1 | 0.8
CCOc1ccccc1C=NNC(=O)c1cccc2ccccc12 | -1 | 92 | -1 | 0 | 3 | 5 | 1 | 8 | -3 | -0.2
COc1ccc(/C=N/NC(=O)c2cc(C3CC3)[nH]n2)cc1OC | 1 | 116 | 0 | 2 | -10 | -11 | 19 | 4 | -1 | -3.6
O=C(COC(=O)[C@@H]1CCCN1S(=O)(=O)c1ccccc1F)c1ccccc1 | 3 | 108 | -2 | 7 | 7 | -8 | -3 | -23 | -3 | 0.6
CC[C@]1(C(=O)OC)[C@H]2C(=O)N(C)C(=O)[C@H]2[C@H]2CN(C)C(=NC3CCCCC3)N21 | -1 | 105 | -1 | -6 | -3 | 3 | 17 | -10 | -1 | -3.6
COC(=O)c1c(NC(=O)CN(c2ccccc2)S(C)(=O)=O)sc2c1CCCC2 | 0 | 104 | -2 | 10 | -3 | 1 | -18 | 27 | -1 | 3.5
Cc1ccc(S(=O)(=O)/N=C2/NC(=O)/C(=C/c3ccccc3)S2)cc1 | -2 | 100 | 1 | 3 | -5 | 5 | 9 | 16 | 17 | -1.5
COC(=O)c1nonc1NCn1nnc2ccccc21 | 0 | 100 | 0 | 11 | 3 | 2 | 11 | -4 | 0 | -2.1
O=C(Nc1nnc(CCS(=O)(=O)c2ccc3ccccc3c2)s1)c1ccc([N+](=O)[O-])cc1 | 0 | 97 | 4 | -3 | -5 | 9 | 0 | -6 | 0 | 0.0
C[C@@H]1CN([C@@H](C)CO)S(=O)(=O)c2ccc(Br)cc2O[C@H]1CN(C)C(=O)c1ccncc1 | . | . | -1 | -13 | -3 | . | . | . | 3 | .
CCOc1ncccc1C(=O)Nc1ccc2c(c1)OCCO2 | 1 | . | -2 | -3 | 2 | -3 | 0 | 0 | -3 | -0.1
O=C(CNc1ccc(F)cc1)N/N=C1\CCc2ccccc21 | 1 | 110 | 4 | -5 | -2 | -3 | 13 | -9 | 0 | -2.4
CCOc1cc(N2CCOCC2)c(OCC)cc1NC(=O)COc1cccc(CC)c1 | -1 | 98 | 7 | 5 | -10 | 4 | -10 | -5 | -6 | 2.0
CCOC(=O)c1cnn(-c2nc(CC)nc3sc4c(c23)CCC4)c1N | 11 | 95 | 7 | -4 | 6 | -29 | 5 | 17 | 3 | -0.8
Cc1c(NC(=O)COc2ccc(C(C)C)cc2)c(=O)n(-c2ccccc2)n1C | 3 | 94 | -1 | 2 | -5 | 12 | 7 | -7 | 2 | -1.4
CCCSc1nnc(CNS(=O)(=O)c2ccc(C)cc2)n1C | -2 | 103 | -5 | 7 | 4 | 7 | -1 | 26 | -2 | 0.1
CCN(CC)S(=O)(=O)c1cccc(N=Nc2c(O)c3ccccc3oc2=O)c1 | 5 | 88 | 2 | -3 | -4 | 1 | 24 | 37 | 3 | -4.7
CC(C)C1C(C#N)=C(N)Oc2n[nH]c(C(C)(C)C)c21 (stereo unspecified) | 9 | 94 | 0 | -5 | -2 | -23 | -15 | 5 | 0 | 3.6
COc1ccc(-c2csc(NC(=O)CN3C(=O)CCC3=O)n2)c(OC)c1 | 3 | 97 | -1 | -8 | 2 | -8 | 5 | 7 | 4 | -0.9
COc1ccc(C(=O)Nc2ccc3[nH]ccc3c2)cc1 | -6 | 107 | 0 | -7 | -5 | -1 | 8 | 13 | -1 | -1.6
Cc1ccc(-c2csc(NC(=O)c3ccc(C)o3)n2)cc1 | 0 | 101 | -1 | -9 | 2 | 14 | -11 | 4 | -12 | 1.8
Cc1ccc(C(=O)NNC(=S)NC(=O)c2ccco2)cc1 | 2 | 98 | 2 | 2 | 7 | 18 | 17 | -39 | 0 | -3.5
CN(CC(=O)Nc1cccc(F)c1)C(=O)/C=C/c1ccc(S(=O)(=O)N2CCCCCC2)cc1 | -2 | 97 | 0 | -17 | -4 | 5 | 3 | -1 | -1 | -0.7
CC(C)NC(=O)N(C)C[C@H]1OCc2cnnn2CCCC(=O)N([C@@H](C)CO)C[C@H]1C | . | 104 | 1 | -2 | -8 | . | . | . | 4 | .

Quoted at random: two entries already listed, in no set order.
SMILES | HTR5A ag ctr | Pemphigus Ab inh | V-ATPase pH | PKA-R1A activ | PKA-R2B activ | HTR5A inv ag | OPRM1-OPRD1 inv | Arrestin-AP2 inh | DAGLB inh | OPRM1-OPRD1 ag
COc1ccc(C(=O)Nc2ccc3[nH]ccc3c2)cc1 | -6 | 107 | 0 | -7 | -5 | -1 | 8 | 13 | -1 | -1.6
CCN(CC)S(=O)(=O)c1cccc(N=Nc2c(O)c3ccccc3oc2=O)c1 | 5 | 88 | 2 | -3 | -4 | 1 | 24 | 37 | 3 | -4.7

Continued:
SMILES | HTR5A ag ctr | Pemphigus Ab inh | V-ATPase pH | PKA-R1A activ | PKA-R2B activ | HTR5A inv ag | OPRM1-OPRD1 inv | Arrestin-AP2 inh | DAGLB inh | OPRM1-OPRD1 ag
Cc1ccc(CC(=O)Nc2cccc(C(=O)Nc3c(C)n(C)n(-c4ccccc4)c3=O)c2)cc1C | . | 102 | -1 | 4 | -11 | . | . | . | 0 | .
CC(CC(=O)NCc1ccc(Cl)cc1)c1ccccc1 (stereo unspecified) | 6 | 112 | 5 | -2 | 1 | -49 | 8 | 37 | -11 | -1.6
COC(=O)c1cccc(NC(=O)c2ccc(S(=O)(=O)N3CCN(C)CC3)cc2)c1 | -3 | 104 | -2 | -5 | 7 | 7 | 13 | 4 | -2 | -2.5
Cc1nn(C)c(C)c1NS(=O)(=O)c1cccc(Br)c1 | -1 | 101 | -3 | -11 | -9 | 9 | 8 | 2 | -1 | -1.3
Cc1ccc(NC(=O)C(=O)NCCOc2ccccc2Cl)cc1 | -2 | 104 | 0 | -7 | -5 | 4 | -16 | 36 | -5 | 3.2
O=C(CSc1ncccn1)NCc1ccccc1Cl | 2 | 100 | 2 | -1 | 11 | -35 | 14 | 10 | 0 | -2.5
NC(=O)C(=O)N/N=C/c1c2ccccc2cc2ccccc12 | 2 | 105 | 0 | -5 | -14 | -3 | 9 | 11 | -5 | -2.8
Oc1ccc2ccccc2c1CNc1ccc2ccccc2c1 | 1 | 110 | 0 | -13 | -11 | -6 | -49 | 0 | 0 | 9.4
Clc1ccccc1-c1nnc(-c2cccs2)o1 | -6 | 100 | -1 | -9 | 3 | 16 | 8 | -6 | -11 | -1.5
Cc1ccccc1CC1(CO)CCCN(C(=O)c2ccoc2)C1 (stereo unspecified) | . | 102 | . | 6 | 0 | . | . | . | 0 | .
CC(c1ccco1)N(C(=O)C12CC3CC(CC(C3)C1)C2)c1ccccn1 (stereo unspecified) | 1 | 98 | 1 | -2 | 5 | 5 | 5 | 5 | 1 | -1.0
